core dimer inh = blocks dimerization of HCV core protein; TR-FRET GST/Flag-core106 dimerization, 1536-well; inhibition, % at 5 µM; actives 0.33% (n = 300,000); AID 1899;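 active = inhibition above the mean of all tested compounds plus 3 SD, set per screening campaign, cut at about 45% in these data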
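Assay system – GST-tagged and Flag-tagged HCV core protein residues 1-106 · Quantity – core106 proteins, GST 13.5 nM and Flag 17 nM · Benchmarks – unlabelled core106 and no-GST-core106 wells · Read-out basis – percent inhibition of core106 dimerization signal · Detection – time-resolved FRET, ex 340 nm, em 617 and 671 nm · Schedule – 4 h at 22.5 °C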
TPT1 inhibitor = inhibitors of Candida albicans tRNA 2'-phosphotransferase TPT1. inhibition, % at 5 µM. recombinant caTPT1, FP RNA substrate dephosphorylation. AID 1962. actives 0.81% (n = 300,000);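 active = inhibition above the mean of all tested compounds plus 3 SD, set per screening campaign, cut at about 24% in these data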;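 note: plate controls were DMSO alone for no effect and ferristatin control at 100 nM for full effect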
LYPLA2 counter = counter-screen for PME1 inhibitors: inhibitors of human LYPLA2 | O95372 | inhibition, % at 5.9 µM | actives 0.38% (n = 320,000) | recombinant LYPLA2, FP-Rh probe fluorescence polarization;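 active = inhibition above the screen-wide mean plus 3 SD, limit set per campaign, cut at about 26% in these data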;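 note: 0% = LYPLA2 with DMSO and 100% = wells lacking LYPLA2 enzyme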
Target sequence (O95372 whole entry, looked up): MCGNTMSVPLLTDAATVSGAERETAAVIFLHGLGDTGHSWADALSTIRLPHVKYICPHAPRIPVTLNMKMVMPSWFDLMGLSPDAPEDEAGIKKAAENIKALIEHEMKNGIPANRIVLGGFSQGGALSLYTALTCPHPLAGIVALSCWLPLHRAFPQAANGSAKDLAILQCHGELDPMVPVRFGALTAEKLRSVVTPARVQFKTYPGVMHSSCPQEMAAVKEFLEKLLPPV
Fh CTSL1 inh = blocks F. hepatica cathepsin L1 in PFM18AAP counter-screen; AID 1906; inhibition, % at 5.96 µM; recombinant F. hepatica cathepsin L1, Z-Leu-Arg-MCA fluorescence; actives 0.49% (n = 300,000);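 active = inhibition above the mean of all tested compounds plus 3 SD, set per screening campaign, cut at about 17% in these data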;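 note: 0% = plate median of test compound wells and 100% = 1 µM Z-Phe-Ala-diazomethylketone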
PP5 primary = blocks human protein phosphatase 5 activity; purified PP5c, OMFP substrate fluorescence; inhibition, % at 6.7 µM; actives 0.18% (n = 320,000);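 active = inhibition above the campaign's mean inhibition across all tested compounds plus 3 SD, cut at about 9.5% in these data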;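 note: 0% = DMSO only and 100% = 100 µM cantharidin control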
GASC-1 inh = blocks human GASC-1 demethylase activity | Q9H3R0 | actives 0.069% (n = 330,000) | GST-JMJD2C(1-420) H3K9me3 demethylation, DELFIA europium | inhibition, % at 2.35 µM;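 active = more than half of a compound's replicate wells show inhibition beyond 50%, single wells judged on their own value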;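 note: signal counts dimethyl H3K9 product captured on neutravidin plate; 0% = median of DMSO wells and 100% = 0.3 times that DMSO median; strong numbers were not always called active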
Target sequence (Q9H3R0 1-420 limits assumed): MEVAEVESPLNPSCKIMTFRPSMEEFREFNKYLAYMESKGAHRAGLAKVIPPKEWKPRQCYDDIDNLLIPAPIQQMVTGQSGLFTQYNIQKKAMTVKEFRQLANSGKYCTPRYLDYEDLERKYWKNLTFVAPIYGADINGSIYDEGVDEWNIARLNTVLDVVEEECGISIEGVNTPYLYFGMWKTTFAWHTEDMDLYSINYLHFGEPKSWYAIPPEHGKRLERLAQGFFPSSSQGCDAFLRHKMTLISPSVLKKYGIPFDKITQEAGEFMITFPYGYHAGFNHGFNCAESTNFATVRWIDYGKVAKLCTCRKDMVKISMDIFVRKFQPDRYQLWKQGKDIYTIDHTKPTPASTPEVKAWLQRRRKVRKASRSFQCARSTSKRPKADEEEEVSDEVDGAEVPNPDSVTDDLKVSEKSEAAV
Efflux pump mplx = antifungal efflux pump inhibition, Nile Red retention; S. cerevisiae Candida pump triplex; inhibition, % at 10 µM; actives 0.44% (n = 330,000); AID 485275;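 active = plate passing quality check with inhibition over a set limit, or well fluorescence over plate mean plus 4 SD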;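 note: Nile Red retained in pooled yeast measured as flow cytometry median fluorescence; 0% = buffer negative control and 100% = Enniatin B positive control; higher means more Nile Red kept so more efflux inhibition; some compounds called inactive have numbers as strong as hits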
PP1 inh = blocks human PP1-alpha phosphatase, a PP5 counter-screen | purified PP1alpha, OMFP fluorescence | inhibition, % at 6.7 µM | actives 0.9% (n = 320,000);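 active = inhibition above the mean inhibition of all tested compounds plus 3 SD, computed separately for each screening campaign, cut at about 15% in these data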
Target sequence (P62136 whole entry, looked up): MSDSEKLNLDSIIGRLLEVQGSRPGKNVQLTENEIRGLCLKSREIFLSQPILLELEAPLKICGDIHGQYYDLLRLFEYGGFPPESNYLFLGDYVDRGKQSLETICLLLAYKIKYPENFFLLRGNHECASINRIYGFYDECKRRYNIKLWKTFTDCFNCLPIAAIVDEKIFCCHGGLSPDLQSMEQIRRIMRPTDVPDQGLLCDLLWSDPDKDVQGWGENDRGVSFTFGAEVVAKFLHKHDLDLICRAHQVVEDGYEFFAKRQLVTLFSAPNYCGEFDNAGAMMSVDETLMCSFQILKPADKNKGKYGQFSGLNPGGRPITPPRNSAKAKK
PREPL inh = inhibits the human prolyl oligopeptidase-like enzyme | actives 0.68% (n = 320,000) | Q4J6C6 | inhibition, % at 5.96 µM | recombinant PREPL, fluorescence polarization activity-based probe; in the data active = inhibition above about 43%;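 note: 0% = enzyme with DMSO and 100% = wells lacking enzyme; many of its hits are not listed in these tables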
Active calls of the source: *; nt = no result given. Only part of the results is shown. The share of hits here may be higher or lower than overall.

SMILES | core dimer inh | TPT1 inhibitor | LYPLA2 counter | Fh CTSL1 inh | PP5 primary | GASC-1 inh | Efflux pump mplx | PP1 inh | PREPL inh
Cc1nc(C(C)N(C)Cc2nc(-c3ccc4c(c3)OCO4)no2)c(C)s1 (stereo not given) | 0 | -7 | 3 | 5 | -0.5 | 9 | 0.0 | -2 | 24
N#Cc1cc2c(nc1SCc1cccc(Cl)c1)CCCCC2 | -8 | -3 | -5 | -2 | 1.2 | 31 | 0.1 | -4 | 0
COc1cccc(C(CNC(=O)C(c2ccccc2)c2ccccc2)N(C)C)c1 (stereo not given) | 3 | -1 | -2 | -2 | 2.2 | -8 | -0.1 | -2 | 1
O=C(O)COCC(=O)Nc1ccc(Oc2ncnc3cc(Cl)ccc23)nc1 | 1 | -3 | 1 | 1 | -0.3 | 1 | 0.0 | -5 | 0
O=C(NCc1cccnc1)c1cn(-c2ccccc2)nc1-c1ccccc1 | -1 | -1 | -6 | -3 | 0.1 | -5 | 0.0 | 1 | 0
C=CCC1(NCc2ccco2)CCN(CC)CC1 | 3 | 1 | 1 | -4 | -0.9 | 4 | 0.0 | -2 | 3
Cc1sc2c(c1C)C(O)=C(C(=O)Nc1ccccc1)S(=O)(=O)N2C | -2 | -4 | -2 | 2 | 0.2 | 4 | -0.2 | -1 | 5
CCS(=O)(=O)N1Cc2ccccc2CC1C(=O)Nc1ccc(OC)cc1 (stereo not given) | 15 | -6 | -8 | 0 | -1.3 | 3 | 0.3 | 6 | 7
COc1ccc(/C=N/OC(=O)Nc2ccc(Cl)cc2)c(OC)c1 | -7 | -5 | -12 | -2 | 1.7 | -1 | -0.2 | -1 | -4
CC(C)c1ccc(NC(=O)c2cccc(NC3=NC4CS(=O)(=O)CC4S3)c2)cc1 (stereo not given) | 13 | 1 | -6 | 0 | 2.4 | 14 | -0.1 | -1 | -7
COc1ccc2oc(=Nc3ccccc3)c(-c3nc4ccccc4[nH]3)cc2c1 | 1 | -4 | 8 | 4 | -0.1 | 4 | 0.2 | -2 | 3
CCOC(=O)N1CCN(C(=O)c2cccc(NC(=O)c3ccco3)c2)CC1 | -1 | 3 | 1 | -2 | -0.3 | -1 | 0.0 | 0 | 0
CCN1C(=S)N[C@@H](CCc2ccccc2)[C@H](C(=O)OC)[C@H]1C | 3 | 1 | 3 | 0 | -0.6 | -37 | -0.1 | -2 | 6
Cc1ccc2c(c1)N(CC(=O)NCC1CCCO1)C(=O)CO2 (stereo not given) | -3 | -1 | -7 | -5 | 2.8 | -22 | 0.1 | 3 | -10
COc1cccc(-n2cnc3sc(-c4ccccc4)cc3c2=O)c1 | -1 | -3 | 5 | 4 | -2.2 | -3 | -0.2 | -4 | 12
CC(=O)c1cnc(N(C)C)s1 | -10 | -7 | 3 | 3 | -1.9 | -4 | -0.1 | -2 | -3
O=C1O[C@@H](c2ccc(O)cc2)Cc2cccc(O)c21 | nt | nt | -2 | nt | -0.1 | 1 | -0.1 | -3 | 5
COc1ccc2c(c1)nc(N)n2Cc1ccccc1 | 1 | -3 | 2 | 0 | -0.5 | 13 | 0.0 | -1 | -4
CNC(=O)CCCN1C(=O)c2ccccc2Sc2ncccc21 | -3 | -4 | 2 | -2 | 0.9 | 4 | -0.1 | -1 | -1
CSCc1ccc(C(=O)NCc2ccc(F)cc2)cc1 | 3 | 0 | 2 | 1 | 4.4 | -6 | 0.0 | 0 | -2
COc1ccc(S(=O)(=O)N(C)CC(=O)NCCC2=CCCCC2)cc1OC | -2 | 0 | 2 | -3 | 1.7 | 3 | 0.1 | -5 | 9
O=C(Nc1ccc(OC(F)(F)C(F)F)c(NC(=O)c2ccc(F)cc2)c1)c1ccc(F)cc1 | 4 | 3 | -12 | -1 | -2.6 | 3 | 0.5 | -5 | -1
Cc1cccc(C)c1NC(=O)COC(=O)C1CC1 | nt | nt | 6 | nt | -0.1 | -1 | -0.4 | -1 | 0
Cc1nnc(NC(=O)c2ccc(F)c(S(=O)(=O)N3CCCCC3)c2)s1 | -18 | 4 | -2 | 0 | 2.0 | -10 | 0.2 | -2 | 9

Of the compounds above, two have a thiophene ring, fused or not:
SMILES | core dimer inh | TPT1 inhibitor | LYPLA2 counter | Fh CTSL1 inh | PP5 primary | GASC-1 inh | Efflux pump mplx | PP1 inh | PREPL inh
Cc1sc2c(c1C)C(O)=C(C(=O)Nc1ccccc1)S(=O)(=O)N2C | -2 | -4 | -2 | 2 | 0.2 | 4 | -0.2 | -1 | 5
COc1cccc(-n2cnc3sc(-c4ccccc4)cc3c2=O)c1 | -1 | -3 | 5 | 4 | -2.2 | -3 | -0.2 | -4 | 12

(listing goes on)
SMILES | core dimer inh | TPT1 inhibitor | LYPLA2 counter | Fh CTSL1 inh | PP5 primary | GASC-1 inh | Efflux pump mplx | PP1 inh | PREPL inh
COc1ccccc1CNC(=O)COC(=O)C1=COCCO1 | 1 | -5 | 3 | -6 | 1.3 | 6 | -0.1 | -4 | 6
Cn1c(CCN2CCCCC2)nc2cc(NC(=O)C3CCCCC3)ccc21 | 5 | 0 | 8 | 3 | 0.7 | -11 | -0.2 | -3 | 1
COc1cccc2c1CCc1c-2nc2ccccc2c1C(=O)O | -3 | -2 | 2 | -2 | 1.5 | -4 | -0.1 | 0 | -15
Cc1ccc(N/C=C(/C#N)c2ccsc2)cc1 | -1 | -1 | 0 | -4 | 1.7 | -5 | 0.0 | -4 | 37
Cc1ccc(S(=O)(=O)Nc2ccc3[nH]ccc3c2)cc1 | 5 | -1 | -4 | -1 | 1.4 | 8 | -0.1 | -1 | -16
CC1(C)CC(=O)C=C(NCC(=O)O)C1 | -8 | -2 | 6 | 0 | 0.9 | 1 | -0.2 | -1 | 8
Oc1c(Br)cc(Br)cc1CNc1ccc(F)cc1 | 0 | -1 | -1 | -1 | 1.5 | 0 | 0.1 | 1 | 5
O=S(=O)(c1ccc(Br)cc1)c1nc(-c2ccco2)oc1NCC1CCCO1 (stereo not given) | 2 | 4 | 2 | -1 | -0.1 | -5 | -0.2 | -2 | -6
Cc1oc(-c2cccc(Cl)c2)nc1CN1CCC(C(=O)NCCCN2CCCC2=O)CC1 | -7 | 0 | -5 | 1 | 2.3 | -2 | 0.1 | -4 | 39
Cc1cc(=O)oc2cc(OCCc3ccccc3)ccc12 | -3 | -4 | 7 | 1 | 1.2 | -4 | 0.0 | 4 | -13
CSc1ccc(S(=O)(=O)NC(C)c2ccccc2)cc1 (stereo not given) | 0 | -8 | 0 | 2 | 1.7 | 1 | 0.0 | 0 | -9
CC(=O)Nc1ccc(N2CCc3c(C)c(C#N)c4nc5ccccc5n4c32)cc1 | -4 | 8 | 3 | -1 | 1.9 | 1 | 0.2 | 2 | -1
c1ccc(C2=NC(c3ccccc3)N=C(c3ccccc3)N2)cc1 | 2 | 1 | -5 | -2 | 0.7 | 4 | 0.1 | -3 | -6
COc1ccc(N(CC(=O)NCCSCc2ccc(C)cc2)S(=O)(=O)c2ccccc2)cc1 | 11 | -3 | 2 | 6 | 2.6 | 8 | 0.1 | 0 | -7
CCC(=O)N1CCc2cc(Br)cc(S(=O)(=O)N3CCC(C(=O)NCCCOC(C)C)CC3)c21 | -7 | 3 | -4 | -1 | -1.0 | -4 | 0.4 | -3 | 11
CC(=O)Nc1ccc(S(=O)(=O)N2CCN=C2C)cc1 | -3 | -2 | 1 | 2 | 0.7 | 2 | 0.0 | -1 | -2
Cc1c(C)c(C)c(/C=[N+](/C)[O-])c(C)c1C | -1 | -2 | -9 | 1 | 1.9 | 1 | -0.4 | 3 | -1
N#C/C(=C/c1ccc(Cl)cc1)NC(=O)c1ccccc1 | 13 | -6 | -13 | -1 | 3.4 | -5 | -0.1 | -1 | -4
C=C(C)c1cccc(C(C)(C)NC(=O)N2CCN(c3ccc(OC)cc3)CC2)c1 | -2 | -4 | -7 | -1 | 1.4 | 8 | 0.2 | -6 | 3
CCSc1cc(C2C(C#N)=C(N)OC(C)=C2C(=O)OC)c(C)o1 (stereo not given) | 0 | 2 | 0 | -2 | -1.2 | -18 | 0.0 | -5 | 2
CCn1cc(CN2CCC(n3nccc3NC(=O)CCOc3ccccc3)CC2)c(C)n1 | -2 | -1 | -2 | -1 | -0.4 | -9 | -0.1 | -2 | 6
COc1cccc(NC(=O)CN(C)C(=O)CNC(=O)c2ccccc2F)c1 | 7 | -5 | -6 | -1 | -2.2 | 1 | -0.3 | 0 | 3
CCN(CC)c1ccc(/C=N/NC(=O)CNC(=O)/C=C/c2ccco2)cc1 | -10 | -1 | -7 | 7 | -0.3 | -3 | 0.1 | 3 | 10
N#CCCN(CCC#N)C(=S)NC1CC2C=CC1C2 (stereo not given) | 0 | -9 | -7 | 2 | 3.0 | -2 | 0.2 | -1 | 10
COc1ccc(CN2C(=O)c3cccnc3C2=O)cc1S(=O)(=O)N1CCCCC1C (stereo not given) | -2 | 2 | -2 | -3 | 2.1 | -1 | 0.2 | -3 | -5
Cc1nc(SCC(=O)NCc2ccco2)c2c3c(sc2n1)CCCC3 | 12 | -2 | -1 | 9 | -2.2 | -4 | 0.0 | 6 | 10
COC(=O)[C@H]1[C@H](CCc2ccccc2)NC(=O)N(Cc2ccccc2)[C@@H]1C | -4 | -3 | 4 | 1 | 0.7 | -13 | 0.0 | -1 | 14
COc1cc(OC)nc(NC(=O)CSc2nnc(-c3ccccc3)n2C2CCCCC2)n1 | 2 | -2 | 4 | -3 | 3.0 | 5 | 0.2 | -2 | -9
CC1CCCN(C(=O)COC(=O)c2ccc3[nH]c4c(c3c2)CCCC4)C1 (stereo not given) | 5 | 0 | -2 | 1 | 0.8 | 1 | 0.1 | -2 | 8
CCN1CCN(c2ccc(S(=O)(=O)N3CCCCC3)cc2NC(=O)COc2ccc(Cl)c(C)c2)CC1 | -2 | 3 | -9 | -1 | 1.5 | -2 | 0.1 | 4 | 20
CC(NC(=O)CCC1COc2ccccc2O1)c1ccccc1 (stereo not given) | -4 | -2 | 0 | -4 | 2.5 | 3 | -0.3 | -2 | -2
CC1CCCC(C)N1C(=O)CN1C(=O)c2ccccc2S1(=O)=O (stereo not given) | nt | nt | 5 | nt | 0.8 | nt | 0.0 | -1 | 2
CCN(CC)S(=O)(=O)c1ccc(N2C(=O)CC2(/C=C/c2ccccc2)C(=O)NC2CCCC2)cc1 (stereo not given) | 29 | -2 | -3 | -1 | 1.9 | 8 | 0.0 | -7 | 5
O=C(N/N=C/c1ccc(OCc2ccccc2)cc1)c1cccs1 | -1 | 1 | -4 | 10 | -1.3 | -11 | 0.0 | 2 | -7
O=C(CCCOc1ccccc1)N1CCCCC1 | -3 | -8 | 1 | -3 | 0.7 | 3 | 0.0 | -2 | 0
CC(C)[C@@H](C(=O)NC1CCN(Cc2ccccc2)CC1)N1C(=O)N2CCc3c([nH]c4ccccc34)[C@@]2(C)C1=O | -2 | -1 | -5 | 2 | 3.5 | -2 | 0.0 | 5 | 22
O=C(CN1C(=O)c2ccccc2S1(=O)=O)N1CCN(c2cccc(Cl)c2)CC1 | 0 | -1 | 6 | 5 | 0.8 | -2 | 0.0 | 1 | 17
N#Cc1ccc(C(=O)OCC(=O)Nc2ccc(S(N)(=O)=O)cc2)cc1 | 6 | 1 | 2 | -5 | -1.5 | -4 | 0.2 | -1 | 13
COc1ccc(Cc2nnc(NC(=O)C3CC(=O)N(c4ccccc4)C3)s2)cc1OC (stereo not given) | -7 | 0 | -4 | 3 | -0.5 | 11 | -0.1 | 1 | 3
